# Glyco luc inh: increase of ERlucT glycosylation luciferase signal, primary screen, N-linked glycosylation inhibitor project, D54 ERlucT cells, luminescence, set 2; AID 588692, 2011; D54 ERlucT glycosylation luciferase reporter, 24 h; percent of 100 nM tunicamycin response; reporter increase, % at 12.5 µM; hit rate 0.23% among 360,000;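 active means mean luciferase reporter signal, scaled so untreated is 0 and the glycosylation-blocking control 100, at or above a set limit in every replicate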;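 further: luciferase carries N-glycosylation sites so blocking glycosylation raises the light; 0% = median of neutral control wells and 100% = median of 100 nM tunicamycin wells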
# PDI turbidity: inhibitors of human PDI, primary screen, biochemical, turbidity, single point, plate reader. Protein disulfide-isomerase (Homo sapiens), P07237. PDI insulin aggregation turbidity, A650, 90 min. inhibition, % at 10 µM. hit rate 0.052% among 350,000. AID 588391, 2011;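 active means mean inhibition across replicates of 30% or more, whatever share of single replicates reach that level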;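 further: absorbance from insulin aggregation driven by PDI reduction with DTT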
# CaV13 ICDI inh: Disruptors of the CACNA1D IQ motif to Ca2+-dependent inactivation inhibitor domain association, primary screening, Förster resonance energy transfer in intact living …; HEK cells, CFP/YFP FRET ICDI-IQ, plate reader, 10 min; percent FRET-ratio fall versus neutral wells; inhibition, % at 12.3 µM; hit rate 0.098% among 340,000; AID 743397;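 active means mean replicate inhibition of at least 30% and at least 1% of replicates passing that level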;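 further: 0% = median of the neutral control wells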
# HTR2A ag: mouse Htr2a agonists via beta-arrestin recruitment, primary screen, cell-based, luminescence; 5-hydroxytryptamine receptor 2A (Mus musculus), P35363; CHO-K1 mHTR2A beta-arrestin complementation; percent of 30 µM serotonin response; activation, % at 7.6 µM; hit rate 0.66% among 360,000;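 active means activation above a run cutoff, the mean activation of all tested compounds plus 3 SD, cut at about 14% in these data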;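 further: 0% = plate median of compound wells and 100% = 30 µM serotonin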
# Target sequence (P35363 whole entry, looked up): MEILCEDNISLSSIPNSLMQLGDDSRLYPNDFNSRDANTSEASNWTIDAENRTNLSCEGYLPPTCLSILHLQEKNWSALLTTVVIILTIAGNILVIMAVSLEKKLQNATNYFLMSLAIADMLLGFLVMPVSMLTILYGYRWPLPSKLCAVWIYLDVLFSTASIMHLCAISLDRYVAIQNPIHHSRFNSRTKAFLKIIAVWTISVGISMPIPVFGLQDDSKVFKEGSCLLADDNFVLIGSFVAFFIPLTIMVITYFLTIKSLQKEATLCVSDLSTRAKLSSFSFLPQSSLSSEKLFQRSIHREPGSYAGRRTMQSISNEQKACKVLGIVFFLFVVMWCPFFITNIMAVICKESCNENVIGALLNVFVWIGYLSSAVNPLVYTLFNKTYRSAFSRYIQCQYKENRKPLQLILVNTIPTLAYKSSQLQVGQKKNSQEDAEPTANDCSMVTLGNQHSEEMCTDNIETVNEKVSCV
# H9c2 protect: cardioprotection against H2O2-induced cell death, primary screen, uHTS, H9c2 cells, ATPLite luminescence. AID 588492, 2011. H9c2 cardiomyocytes, H2O2 injury protection, 2 h. hit rate 0.63% among 360,000. protection from H2O2 cell death, % at 20 µM;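 active means compounds giving at least 50% protection of heart cells from peroxide-induced death in the single-dose screen, raw or plate-pattern-corrected value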;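 further: 0% = DMSO wells with peroxide and 100% = DMSO wells without peroxide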
# MC4R antag cAMP: MC4R antagonists of cAMP signaling, primary screen, cell-based, TR-FRET, antagonist arm of biased-ligand search. MC4R-expressing cells, MTII-stimulated cAMP, LANCE TR-FRET. hit rate 0.48% among 360,000. Melanocortin receptor 4 (Homo sapiens), P32245. inhibition, % at 6.5 µM. AID 540295, 2011;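 active means inhibition above its plate's cutoff, the mean of tested wells on that plate plus 3 SD, cut at about 29% in these data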;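 further: 0% = Melanotan II alone and 100% = Melanotan II plus saturating MCL0020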
# Target sequence (P32245 whole entry, looked up): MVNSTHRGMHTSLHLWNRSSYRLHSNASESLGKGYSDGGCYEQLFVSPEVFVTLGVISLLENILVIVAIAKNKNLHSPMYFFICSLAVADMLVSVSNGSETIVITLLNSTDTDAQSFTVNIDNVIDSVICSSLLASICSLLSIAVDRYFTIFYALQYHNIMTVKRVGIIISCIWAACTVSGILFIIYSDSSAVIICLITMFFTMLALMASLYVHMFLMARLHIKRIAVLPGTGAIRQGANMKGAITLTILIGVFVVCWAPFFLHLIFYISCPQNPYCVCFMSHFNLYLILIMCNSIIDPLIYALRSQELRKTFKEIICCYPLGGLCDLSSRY
#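 Assay system: U2OS-MC4R stable cell line; Also added: Melanotan II; Technique: Eu-cAMP/anti-cAMP TR-FRET, emission 671 nm; Times: 30-min compound, 1-h challenge, 1-h detection, room temperature.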
# aDG glyco act: activators of alpha-DG glycosylation, primary screen, uHTS, Pro5-aDG cells, AlphaScreen; alpha-DG glycosylation AlphaScreen (IIH6); 0% Pro5, 100% B10-LARGE cell signal; activation, % at 10 µM; hit rate 0.22% among 360,000;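 active means activation of at least 8% versus controls, or a plate z-score of at least 8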;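 further: Pro5 are CHO cells carrying HIG-tagged alpha-DG that lacks glycosylation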
# ABCB6 inh MLPCN: ABCB6 transporter inhibitors, primary screen, K562-ABCB6 cells, flow cytometry, MLPCN library. fluorescence ratio to DMSO, % at 10 µM. K562-ABCB6 porphyrin accumulation, 1 h; hits give low values. hit rate 0.19% among 360,000;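 active means fluorescence ratio to DMSO below 75%, the collection mean minus 3 SD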;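 further: signal is porphyrin accumulated inside mitochondria; 100% equals median channel fluorescence of DMSO control wells; lower ratio means ABCB6 inhibition with less porphyrin fluorescence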
# MC4R ag barr: MC4R agonists recruiting beta-arrestin, primary screen, cell-based, luminescence, agonist arm of biased-ligand search. hit rate 0.98% among 360,000. U2OS MC4R beta-arrestin complementation; percent of melanotan II response, DMSO zero. activation, % at 8.9 µM. Melanocortin receptor 4 (Homo sapiens), P32245. AID 540308, 2011;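 active means activation above a per-plate cutoff, the mean activation of sample wells on that plate plus 3 SD, cut at about 8% in these data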
# Vif inh: HIV Vif self-association inhibitors, primary screen, imaging, HEK293T, single point; hit rate 0.35% among 340,000; inhibition, % at 7.49 µM; HEK293T cells, Vif self-association by quenched fluorescence, 24 h; in the data active means inhibition above about 50%, passing the limit was not always enough; further: some results filed as inactive read as strong as hits
# * = called active by the depositor; · = not tested or not shown.
No.	Structure	ABCB6 inh MLPCN	Vif inh	MC4R ag barr	Glyco luc inh	PDI turbidity	CaV13 ICDI inh	H9c2 protect	MC4R antag cAMP	aDG glyco act	HTR2A ag
1	CS(=O)(=O)N(CC(=O)N1CCOCC1)c1ccc2c3c(cccc13)CC2	91	0	-1.1	1	5	-4	1	6	-0.3	5
2	c1ccc(-c2noc(-c3cccs3)n2)nc1	97	·	0.1	-21	2	-10	-8	0	0.0	4
3	Cn1cccc1/C=N/n1c(-c2ccc(Cl)cc2)n[nH]c1=S	104	·	-0.9	1	0	·	-7	2	0.0	0
4	COc1cc(CNc2ccc3[nH]c(=O)[nH]c3c2)ccc1OCc1ccc(F)cc1	97	-1	-0.4	-4	-4	-14	-6	3	-0.1	0
5	c1ccc(CNc2cccnc2)cc1	98	-1	0.2	-1	-2	-7	-3	4	-0.2	-3
6	N=C1/C(=C/c2ccc(Br)o2)C(=O)N=C2SC(CC(=O)N3CCCC3)=NN12	105	8	-1.0	1	0	-6	9	7	0.0	0
7	COc1ccc(OC)c(CN2CCN(Cc3ccc(OC)c(OC)c3OC)CC2)c1	97	·	-1.6	1	-6	-10	8	1	-0.2	0
8	Cc1nnsc1C(=O)N1CCN(c2cc(C(F)(F)F)ccn2)CC1	99	-1	-0.3	0	1	-2	2	3	0.1	-4
9	Cc1cc(C)n(-c2ccc(C(C)C)cc2)c(=O)c1C#N	105	2	-0.5	-2	-3	11	6	20	0.1	1
10	CCOC(=O)C1(Cc2cccc(OC)c2)CCN(C(C)CC(C)(C)O)CC1 (stereo not drawn)	89	7	-3.8	0	5	-1	-8	-2	0.1	-4
11	Cc1cc(Cl)ccc1OCC(=O)Nc1ccncc1	94	-8	-0.3	0	-1	-20	-14	16	1.0	3
12	O=C(COc1ccc(Br)cc1Br)NC1CCS(=O)(=O)C1 (stereo not drawn)	96	·	-0.7	1	2	-4	-6	21	0.4	4
13	COc1ccc(CNC(=O)C(=O)NCCC2CCCCN2S(=O)(=O)c2ccccc2)cc1 (stereo not drawn)	97	-4	0.3	-6	3	-1	-6	10	0.1	5
14	CCCc1cc(=O)oc2c(CNc3ccc(OCC)cc3)c(O)ccc12	97	·	-2.1	-2	3	-6	59*	-3	0.0	4
15	Cc1cccc(Cc2cccc(C)c2O)c1O	99	37	5.2	2	13	-5	-7	0	0.0	-2
16	CCCCn1c(N)c(N(Cc2ccccc2OC)C(=O)C(C)C)c(=O)[nH]c1=O	107	-2	-2.5	0	2	·	5	2	-0.2	-2
17	COc1ccccc1NC(=O)COC(=O)Cn1c(C)csc1=O	95	·	-1.7	1	-3	-6	2	0	-0.2	6
18	COc1ccc(-c2nn(-c3ccccc3)cc2C(=O)N(C)C)cc1	102	32	-1.3	-1	10	-4	-2	4	0.0	2
19	C=CC[C@H](CC(=O)NCCO)C(=O)N[C@H](COC(=O)[C@@H](CC=C)CC(=O)OC(C)(C)C)Cc1ccccc1	95	-3	0.8	2	-5	-4	14	7	0.2	6
20	O=C1CC[C@H](OCc2ccccc2)CCN1[C@H](CSc1ccccc1)Cc1ccccc1	100	-3	-1.2	-3	4	3	2	10	0.1	-7
21	CCOC(=O)C1CCN(C(=O)CCCN2C(=O)c3ccccc3C2=O)CC1	92	8	-1.4	1	-5	-8	-1	2	0.0	2
22	COc1ccc(S(=O)(=O)N2CCCCC2)cc1NC(=O)CCOc1cc(C)ccc1C	98	7	4.1	-2	5	-5	-15	20	0.4	-4
23	CC1(C)Cc2nc(Cl)c(C(=O)O)cc2CO1	90	-6	1.8	0	-5	3	0	4	0.0	1
24	CN1CCN(C(=O)/C(=C/c2ccccc2F)NC(=O)c2ccccc2)CC1	95	3	-0.1	-3	10	-4	-1	5	-0.2	-9
25	CCOC(=O)c1c(C(=O)OCC)c(C)n(CCc2ccccc2)c1C	91	2	-1.6	-1	15	-2	-2	10	0.2	-1
26	CC(C)CCNc1c(-c2cccs2)nc2ccccn12	109	4	1.0	1	4	-9	0	-1	0.1	5
27	C=CCOc1ccc(-c2nc3c(c(=O)[nH]c(=O)n3Cc3ccccc3)n2CCCOC)cc1	104	1	1.6	-3	9	-7	-8	3	0.1	-3
28	Cc1ccc2c(c1)/C(=N/N1C(=O)c3ccccc3C1=O)C(=O)N2	99	-2	-0.5	1	12	-4	5	7	0.5	2
29	CC1(C(=O)OCC(=O)NCCNC(=O)COC(=O)C2(C)CC2(Cl)Cl)CC1(Cl)Cl (stereo not drawn)	90	-2	-2.4	-1	7	-5	9	8	0.2	2
30	Cc1cc(C)c(NC(=O)CNC(=O)COC(=O)C2CCN(c3ccc(C(F)(F)F)cn3)CC2)c(C)c1	98	·	-1.1	·	-3	-7	-6	19	0.0	-6
31	COc1ccc(-c2c(S(=O)(=O)c3ccccc3)cnn2-c2ccccc2)cc1	87	-36	0.7	-2	5	-4	-2	10	0.0	-8
32	N#C/C(=C\c1ccc(-c2ccc(F)cc2)o1)C(=O)Nc1nc(-c2cccs2)cs1	106	-2	39*	0	-3	-21	-5	12	0.1	-2
33	COC(=O)c1ccc(Cl)c(NC(=O)CSc2ncn[nH]2)c1	·	12	2.5	0	18	·	0	12	0.3	2
34	CSc1ncccc1C(=O)Nc1cccc(C)n1	95	·	-1.5	·	1	-5	-1	4	0.2	-3
35	COc1ccccc1C(=O)Nc1onc(C)c1C#N	95	-7	-3.7	1	10	2	7	7	0.1	9
36	CC(C)c1cccc(C(C)C)c1NC(=O)CCN1C(=O)NC2(CCCC2)C1=O	100	-3	-1.3	-1	-2	-6	0	0	0.2	-4
37	O=C(NC1CC1)c1sc2cc(F)ccc2c1Cl	100	-2	1.3	2	2	-2	-13	12	0.2	4
38	COc1ccc(OCC(=O)N2CCN(C(=O)COc3ccccc3)CC2)cc1	95	9	0.3	0	3	-5	-8	10	-0.1	2
39	Cc1oc2c(c1C(=O)NC(Cc1c[nH]c3ccccc13)C(=O)O)CCCC2 (stereo not drawn)	97	14	-2.5	1	7	-4	4	1	-0.2	7
40	Cc1ccc(-c2cc(C(=O)Nc3ccc(S(=O)(=O)Nc4ncccn4)cc3)c3ccccc3n2)cc1	103	12	0.8	3	4	-6	-3	25	-0.3	-4
41	CCNC(=O)C(=O)NCC1OCCCN1S(=O)(=O)c1cccs1 (stereo not drawn)	99	-4	-1.5	4	1	-17	-2	5	0.0	2
42	COc1ccc(C(=O)c2c[nH]c(C(=O)NCc3cccnc3)c2)cc1	99	-1	-0.7	0	-3	0	-10	9	0.1	1
43	CCn1c(C)c(C)c2cc(C(=O)N3CCN(c4cccc(C)c4C)CC3)ccc21	104	9	-1.4	-1	-6	-8	-7	2	0.1	4
44	CCN(C(=O)C1CCN(S(=O)(=O)c2ccc3c(c2)oc(=O)n3C)CC1)c1cccc(C)c1	100	1	1.6	-2	-2	-5	3	6	-0.1	2
45	Cc1nnc2n(C3CCCCC3)c(=O)c3c4c(sc3n12)COC(C)(C)C4	100	·	-0.1	1	8	·	10	6	0.2	2
46	COc1ccc(Cl)c2sc(N(Cc3cccnc3)C(C)=O)nc12	101	-5	1.1	3	-4	-4	-3	1	-0.1	-5
47	O=C(Nc1cc(Cl)ccc1N1CCOCC1)c1ccncc1	87	0	-3.6	9	-2	-2	6	2	-0.1	7
48	O=C(CCCN1C(=O)c2cccc3cccc(c23)C1=O)Nc1nccs1	92	13	-1.0	1	-4	-7	-3	1	0.0	4
49	COc1cccc(C(=O)OCCNC(=O)c2cccnc2)c1	97	8	-0.8	-1	-1	-7	-6	5	-0.1	-1
50	COc1ccc(C2/C=C\CN(C(=O)OCc3ccccc3)CC(=O)N2Cc2ccc(F)cc2)cc1 (stereo not drawn)	103	-5	4.2	1	2	-10	2	11	0.0	-2

# Next section
No.	Structure	ABCB6 inh MLPCN	Vif inh	MC4R ag barr	Glyco luc inh	PDI turbidity	CaV13 ICDI inh	H9c2 protect	MC4R antag cAMP	aDG glyco act	HTR2A ag
51	Cc1ccc(N(CC(O)CN2C(=O)NC(C)(C)C2=O)S(=O)(=O)c2ccc([N+](=O)[O-])cc2)cc1 (stereo not drawn)	99	-1	-2.6	3	4	-2	-3	3	-0.1	-2
52	COc1ccc(C(C(=O)NC2CCCCC2)N(C(=O)CCCC(=O)Nc2ccccn2)c2ccc3c(c2)OCCO3)cc1 (stereo not drawn)	97	-3	0.8	-2	-1	-7	21	33*	0.1	0
53	CCNC(=O)C1(C)CCN(C(=O)c2cccs2)C1 (stereo not drawn)	90	·	-1.3	0	-3	·	4	7	-0.2	3
54	Cc1cc(N2CCN(c3cccc(C)c3C)CC2)nc(-c2ccccc2)n1	97	0	-2.9	0	-10	·	-13	-6	0.0	-5
55	COc1ccc(S(=O)(=O)N2CCOC2CNC(=O)C(=O)NCCCN(C)C)cc1C (stereo not drawn)	93	-1	-0.1	3	-3	·	5	0	0.2	4
56	COc1ccc(/C=C/C(=O)NCC(=O)N/N=C(/C)c2ccc(Cl)cc2)cc1	96	-6	1.9	-1	-5	-6	8	-4	-0.1	-7
57	Cc1nc2ccccc2n1CCN1CCOCC1	92	16	-1.1	1	15	-10	0	2	0.0	-2
58	CCOCCCNC(=O)c1ccc2c(c1)N=C(CC)c1cc(Br)ccc1S2	94	5	-0.9	6	5	-5	0	-18	0.2	-8
59	Cc1ccc(CNC(=O)c2ccc(CN3CCOCC3)cc2)cc1	97	35	-0.3	1	-7	-3	-3	1	0.1	-2
60	O=C(O/N=C1/CCCc2occc21)c1ccccc1	93	3	-0.1	2	-3	0	-27	1	0.3	0
61	COc1ccc(C2Nc3ccccc3C(=O)N2NS(C)(=O)=O)cc1OC (stereo not drawn)	98	9	-1.8	-1	1	5	4	4	0.0	-2
62	CCc1nnc(NC(=O)CCC(=O)NC2CCCCCC2)s1	102	-3	-4.3	2	-5	-3	16	15	0.0	-2
63	C=CCn1c(SCc2ccccc2)nnc1-c1cccnc1	103	8	-0.3	0	0	-8	4	4	-0.1	-6
64	CN(C)CCCNc1nc2cc(-c3ccc(C(=O)N4CCN(C)CC4)cc3)sc2c(=O)n1C	96	5	0.9	3	-1	-7	-2	-3	-0.3	2
65	Cc1ccc(NC(=O)C/C(N)=N/OC(=O)Nc2cccc(C)c2)cc1	94	-9	-2.1	1	-2	-2	0	-5	0.1	-2
